Yeast lifespan up – yeast lifespan extension. S. cerevisiae growth with nicotinamide, OD615; deaD strain in restrictive glucose medium. inhibition of the nicotinamide effect, % at 10 µM. 130,000 tested, 0.68% active;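 active means inhibition above a set limit, placed 3 SD over the median of all compounds, cut at about 26% in these data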;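 further: 0% = nicotinamide-treated wells and 100% = cells grown without nicotinamide; some compounds called inactive have numbers as strong as hits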
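Material: Modified budding yeast, DeaD strain | Medium: Restrictive glucose medium | Probe or stimulus: 1.5 mM nicotinamide | Dosing: Single dose 10 µM compound, 0.25% DMSO | Times: 48 h at 30 °C | Technique: OD615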
HCT116 bCat-KO – beta-catenin-lacking colon tumor cell growth suppression; HCT116 beta-catenin knockout viability, CellTiter-Glo, 60 h; hits give low values; viability, % at 10 µM; 140,000 tested, 1.5% active; AID 818;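 active means viability at or under a set limit, the compound median less 4 SD, cut at about 6% in these data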;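 further: 0% = Hyamine 1622 control at 20 µM and 100% = untreated cell control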
E-sel TNF inh – blocks E-selectin expression induced by TNF alpha. 120,000 tested, 0.71% active. inhibition, % at 2 µM. HUVEC TNFa-induced E-selectin immunofluorescence, high content;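 active means inhibition above the batch mean plus 3 SD, and confirmed as a hit on visual image review, cut at about 43% in these data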;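 further: 0% = TNF-stimulated DMSO wells and 100% = unstimulated control wells; not every result past the cut was called active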
GALR2 antag – antagonists of human galanin receptor 2 (GALR2); O43603; GALR2-expressing cells, antagonist mode; inhibition, % at 4 µM; 140,000 tested, 0.39% active; AID 828; in the data active means inhibition above about 27%;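 further: cells stimulated with galanin 1-16 at roughly its EC80; 0% = agonist challenge control and 100% = basal control without agonist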
Target sequence (O43603 whole entry, looked up): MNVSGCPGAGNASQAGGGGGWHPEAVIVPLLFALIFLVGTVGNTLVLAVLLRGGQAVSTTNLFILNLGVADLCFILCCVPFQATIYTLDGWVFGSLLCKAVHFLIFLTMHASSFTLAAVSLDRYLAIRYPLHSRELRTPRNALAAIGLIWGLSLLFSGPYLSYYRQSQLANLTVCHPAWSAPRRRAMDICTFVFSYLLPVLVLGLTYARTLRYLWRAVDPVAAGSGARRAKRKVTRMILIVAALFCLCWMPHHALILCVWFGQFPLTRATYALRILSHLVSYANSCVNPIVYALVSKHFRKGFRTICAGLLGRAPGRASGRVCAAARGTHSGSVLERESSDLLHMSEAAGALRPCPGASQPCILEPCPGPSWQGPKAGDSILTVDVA
Phagocyt inh – blocks phagocytosis by macrophages | J774A.1 macrophage IgG-bead phagocytosis, imaging | inhibition, % at 5 µM | AID 1029 | 110,000 tested, 0.07% active;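 active means inhibition above the mean of the plate negative controls plus 5 SD, cut at about 13% in these data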;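 further: phagocytic index as fraction of beads internalized from green versus red external bead signal; plate controls were DMSO negative control for no effect and cytochalasin-D positive control for full effect; some results beyond the cut were filed as inactive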
MRP-1 activ – activators of MRP-1. H69AR cells + doxorubicin, viability rescue, CellTiter-Glo. viability increase, % at 10 µM. 140,000 tested, 0.61% active;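 active means viability gain under doxorubicin at or above a set limit, the compound median plus 3 SD, cut at about 4.7% in these data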;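 further: MRP-1 overexpressing cells given doxorubicin 25 µM after compound pretreatment; 18-22 h compound pretreatment then 72 h with doxorubicin before readout; 0% = doxorubicin-only wells and 100% = vehicle-treated cells without doxorubicin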
Measles CPE – protection of cells from measles virus; Measles virus-infected cells, CPE protection, absorbance; protection (pct of control), % at 4 µM; 140,000 tested, 1.5% active; in the data active means protection mostly above about 24%, no sharp cut-off; inactive means mostly below about 26%; further: some compounds called inactive have numbers as strong as hits
NPY Y2 blocker – antagonists of human neuropeptide Y receptor Y2. NPY-Y2 expressing cells, antagonist mode. P49146. inhibition, % at 2.7 µM. AID 793. 140,000 tested, 0.99% active; in the data active means inhibition above about 17%;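 further: 0% = vehicle with agonist challenge and 100% = reference antagonist with challenge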
Target sequence (P49146 whole entry, looked up): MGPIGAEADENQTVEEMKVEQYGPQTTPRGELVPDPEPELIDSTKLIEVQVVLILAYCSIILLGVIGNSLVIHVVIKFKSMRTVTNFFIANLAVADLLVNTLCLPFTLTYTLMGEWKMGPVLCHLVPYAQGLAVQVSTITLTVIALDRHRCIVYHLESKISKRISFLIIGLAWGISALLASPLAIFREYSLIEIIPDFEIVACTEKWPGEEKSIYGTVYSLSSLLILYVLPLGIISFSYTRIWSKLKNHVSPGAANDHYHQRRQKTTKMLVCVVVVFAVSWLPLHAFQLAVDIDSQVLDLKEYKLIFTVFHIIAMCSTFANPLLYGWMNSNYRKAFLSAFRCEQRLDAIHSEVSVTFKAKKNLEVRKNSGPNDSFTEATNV
Yeast growth inh – reduces growth of yeast BB579 in restrictive medium | S. cerevisiae BB579 growth, OD615, 48 h | inhibition, % at 10 µM | 140,000 tested, 0.51% active;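 active means inhibition above a set limit, 3 SD over the mean compound inhibition, cut at about 44% in these data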; further: inactives centre near -24
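Test system: S. cerevisiae DeaD strain BB579 yeast; Medium: restrictive CSMM-D medium; Compound: one dose, 10 µM compound with 0.25% DMSO; Incubation: 4 h cell preincubation, 48 h compound exposure, 30 °C humidified; Signal: OD at 615 nm; Benchmarks: amphotericin B at 10 µg/mL as positive control.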
PTEN del growth – growth suppressors of cells with PTEN tumor suppressor deletion; HCT116 PTEN-null viability, CellTiter-Glo, 60 h; hits give low values; viability, % at 10 µM; 140,000 tested, 1.2% active; AID 827;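 active means viability at or below a set limit, 4 SD under the median of all tested compounds, cut at about 3.7% in these data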;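 further: PTEN knockout HCT116 line with beta catenin targeted HCT116 as companion control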
The depositor's hits bear a star; · = not tested or not shown.

SMILES	Yeast lifespan up	HCT116 bCat-KO	E-sel TNF inh	GALR2 antag	Phagocyt inh	MRP-1 activ	Measles CPE	NPY Y2 blocker	Yeast growth inh	PTEN del growth
Cc1onc(-c2ccccc2)c1C(=O)n1cc(Br)cn1	·	89.3	-51.9	-2.8	·	-1.4	21.5	2.8	-48.1	103.1
CC(C)c1ccc(NC(=O)N(CCc2nc3ccccc3[nH]2)C2CCCC2)cc1	-19.6	54.5	-6.9	9.6	·	-5.5	7.6	7.3	-57.6	60.7
COc1ccc(CCNC(=O)c2ccc(CS(=O)(=O)c3ccc(C)cc3)o2)cc1OC	-9.5	68.7	-6.5	-4.1	-0.2	-0.7	5.1	0.8	-6.2	72.5
CCc1ccc(Oc2coc3cc(OCC(=O)Nc4cc(C)ccc4C)ccc3c2=O)cc1	3.7	49.7	·	-3.5	7.1	-2.9	1.3	7.2	-20.5	38.3
COC(=O)[C@@H](NC(=O)Nc1cccc(OC)c1)C(C)C	-14.9	102.5	0.7	5.1	·	0.5	9.8	0.7	-23.3	101.0
O=C(NC1CCCCC1NC(=O)c1ccco1)c1ccco1 (stereo not given)	-5.0	96.1	18.1	7.0	0.8	-2.0	-0.2	1.1	-25.2	110.7
O=C(Cn1ccc(C(F)(F)F)n1)Nc1ccc(S(=O)(=O)NCc2ccco2)cc1	-6.3	76.1	·	6.2	·	-2.5	6.8	-1.4	-28.3	73.5
CCc1nnc(NC(=O)CN2CCOCC2)s1	0.6	103.0	·	-3.6	·	-1.1	9.3	1.6	-60.4	103.9
COc1ccccc1NC(=O)c1ccc(NC(=O)COC(=O)C2CCCCC2)cc1	-7.0	99.3	·	7.4	-7.8	1.9	49.4*	3.2	-28.9	94.7
CC(C)(C)c1cc(C(=O)NCC(=O)OCC(=O)c2cccc([N+](=O)[O-])c2)cc(C(C)(C)C)c1	-5.2	93.9	·	-5.5	-2.1	-2.0	6.0	-1.7	-5.5	95.3
CCOC(=O)N1CCN(C(=O)c2ccc3c(=O)n(CCOC)c(=O)[nH]c3c2)CC1	-6.1	95.7	·	-16.5	1.6	-1.0	3.6	2.3	-21.5	84.0
CC(C)(C)c1nnc(N/N=C/c2ccc(O)cc2)n(N)c1=O	-5.5	90.8	2.4	1.0	-1.4	-0.1	10.6	2.3	-59.5	95.3
COc1ccccc1CNC(=O)COc1ccccc1OC	-8.4	92.4	-2.5	-2.3	-0.8	-2.3	21.1	1.7	-2.5	95.4
Oc1ccc(N=Nc2cccc(Cl)c2)cc1C=Nc1ccc(N2CCOCC2)cc1	-6.7	20.6	16.0	-4.9	-14.7	-0.9	14.6	8.9	79.2*	18.2
O=C(C1=C(O)C(=O)N(c2ncccn2)C1c1ccc(Cl)c(Cl)c1)c1ccco1 (stereo not given)	18.2	86.6	14.7	-19.7	3.3	-2.6	3.4	5.7	-21.0	91.8
CCCn1c2c(c(=N)c3c1CCC3)CCCC2	-3.1	51.1	·	12.2	·	-0.1	8.6	0.5	-4.3	47.4
Cc1ccc(CN2CC(C(=O)Nc3cc(S(C)(=O)=O)ccc3Cl)CC2=O)cc1 (stereo not given)	-5.6	92.1	-9.6	-2.0	-3.5	-2.5	13.9	0.2	-17.6	94.0
CC12CCC(C(=O)N3CCN(c4ccccc4)CC3)(CC1=O)C2(C)C (stereo not given)	3.7	92.7	13.9	1.8	-1.2	-2.4	11.2	-1.1	34.9	88.3
Cc1oc2c(CN3CCCC3)c(O)ccc2c(=O)c1-c1ccccc1	-2.3	86.0	-23.3	6.3	-4.5	-2.9	2.7	-0.1	-53.8	94.4
Cc1oc2c(c1C(=O)c1ccc(Cl)cc1)C(=O)C(=O)c1ccccc1-2	1.4	0.9*	-26.1	4.5	-3.0	-2.5	0.4	9.3	5.2	0.9*
CN(C)S(=O)(=O)c1cccc(NC(=O)COc2nc3ccccc3nc2N2CCOCC2)c1	-3.2	91.1	37.5	-4.9	-2.2	-2.1	17.7	2.2	-30.0	92.7
O=C(Cc1cccs1)Nc1ccc(N2CCOCC2)cc1	-4.1	98.0	0.3	-14.8	-0.1	-1.4	19.8	3.8	-17.3	95.4
COc1ccccc1NC(=O)Cn1c(=O)n(-c2ccccc2)c(=O)c2oc3ccccc3c21	3.2	94.4	·	3.1	-10.9	-2.0	3.8	1.6	-43.3	98.1
c1cnc2c(SCc3ccc(-c4nnco4)cc3)cccc2c1	-22.7	102.0	14.7	-5.9	1.7	0.1	25.6	2.3	-30.5	90.4
CC1Cc2ccccc2N1S(=O)(=O)c1cccc(C(=O)OCC(=O)NC2CCS(=O)(=O)C2)c1 (stereo not given)	-15.0	96.3	3.9	6.7	0.3	-1.5	3.9	1.9	13.9	97.2

Later entries:
SMILES	Yeast lifespan up	HCT116 bCat-KO	E-sel TNF inh	GALR2 antag	Phagocyt inh	MRP-1 activ	Measles CPE	NPY Y2 blocker	Yeast growth inh	PTEN del growth
COc1cc(NC(=O)CN(c2ccc(C)cc2)S(=O)(=O)c2c(C)n[nH]c2C)cc(OC)c1	-8.7	101.1	·	4.5	-0.6	-0.9	16.0	-0.2	-15.4	91.1
CC(=O)OCCCNc1cc(Sc2nc3ccccc3s2)c2nonc2c1[N+](=O)[O-]	21.2	3.7*	·	-3.7	-0.5	-2.4	4.9	-0.3	-35.6	3.9
COc1ccc(/C=C/C(=O)NC(=S)Nc2ccccc2C(=O)NC2CCCCC2)cc1	-2.2	49.1	-43.6	8.4	-1.2	-3.6	16.8	3.0	-40.6	87.3
O=C(c1scc2c1CCCC2)N1CCOCC1	8.7	98.4	·	10.5	1.6	-2.0	6.5	2.2	24.8	97.4
CC(=O)OC1COC(N2CCc3cc([N+](=O)[O-])ccc32)C(OC(C)=O)C1OC(C)=O (stereo not given)	-2.7	96.0	-9.9	-3.0	·	-2.6	17.5	-0.3	-26.9	96.1
CCOC(=O)Cn1nc(C)c(-c2ccccc2)c1N	-9.5	93.8	-18.5	7.0	4.9	-2.5	9.4	-0.1	-28.3	88.0
N#Cc1nc(COc2ccccc2)oc1N1CCN(c2cccc(Cl)c2)CC1	-18.2	97.3	-31.3	3.5	1.6	0.2	8.7	1.1	-66.1	92.8
Cc1ccc(C(=O)CCC(=O)O)cc1	-6.9	84.4	15.8	-2.9	3.3	0.5	16.1	1.3	-22.4	106.3
O=C(NCc1ccco1)c1scc2c1OCCO2	-3.0	91.8	·	0.4	-1.5	-1.6	8.6	1.6	9.7	93.8
O=C(Nc1scc(-c2ccccc2)c1C(=O)O)c1ccco1	42.3*	105.4	6.4	-6.5	-0.3	-0.7	26.1	6.1	-2.3	108.2
O=c1[nH]c(-c2ccccc2)c(-c2ccccc2)[nH]1	-24.9	94.8	8.7	6.8	·	-1.6	3.8	3.0	-19.1	97.0
Cc1ccc(-c2c(=O)n(OCc3ccccn3)c3ccccc3[n+]2[O-])cc1	54.9	115.4	4.1	-3.9	1.2	0.0	7.3	0.6	-22.0	103.7
c1ccc(CSc2nnc(-c3sccc3-n3cccc3)o2)cc1	-9.2	88.8	3.1	-12.1	·	0.1	4.3	6.7	-28.4	92.8
CCC1(C)Cc2c(sc3c2c(=O)n(-c2ccccc2)c(=O)n3C)CO1 (stereo not given)	-24.1	89.0	-31.5	5.4	-0.8	-1.3	21.2	-1.1	-24.8	84.6
CCN(CC)c1nc(C)c(C(C)=O)cc1C#N	-13.4	96.2	·	-2.2	1.9	-1.6	11.3	3.1	-47.2	94.0
COc1ccccc1/C=N/N(C(C)=O)c1nc(-c2ccc(F)cc2)cs1	-14.1	57.3	-77.4	5.3	·	-2.2	3.9	3.1	-26.1	56.9
Cc1nc(C)c(C(=O)N(c2ccc(C)c(C)c2)C(C(=O)NCc2ccco2)c2ccccc2)s1 (stereo not given)	-11.3	75.7	7.5	-5.4	2.0	-1.4	9.8	3.1	-35.7	69.7
COC(=O)c1ccc(COc2nc(C)cc(C)c2C#N)o1	-14.0	108.7	-44.2	-8.4	-1.8	1.9	1.8	4.5	-32.4	117.2
COc1cc(C(=O)N/N=C/c2sc(=O)n(-c3ccccc3)c2Cl)cc(OC)c1OC	4.7	97.9	·	7.2	-7.7	-4.0	8.6	8.5	-38.6	102.8
O=C(CSc1nnc(-c2cccnc2)o1)OC1CCCCC1	-14.3	87.9	-15.5	-24.2	0.4	0.3	3.8	3.5	3.1	90.1
O=C(NC1CCCC1)c1ccc(CNc2c(N3CCOCC3)c(=O)c2=O)cc1	-7.8	80.6	5.2	-4.6	-0.7	-1.7	23.2	0.7	-14.1	91.5
Cc1cc(C)n(CC(=O)N/N=C/c2cccs2)n1	-4.0	102.3	6.6	-2.5	-1.2	-0.4	3.5	0.1	-21.6	95.4
O=C(O)c1cc(CN2CCOCC2)oc1-c1ccccc1	-11.2	94.8	9.8	3.5	-1.0	-2.9	7.2	0.4	-22.3	87.7
COC(=O)c1cc2sc(Cl)cc2n1CC(=O)NCCC(C)C	-2.5	93.5	-7.8	-6.5	·	-2.5	5.5	3.1	-17.5	86.7
Cc1cc(-c2ccco2)c(C#N)c2nc3ccccc3n12	-31.9	20.6	-33.7	13.9	-0.6	-2.9	0.8	9.3	89.4*	15.4

As a working copy, four of the compounds above:
SMILES	Yeast lifespan up	HCT116 bCat-KO	E-sel TNF inh	GALR2 antag	Phagocyt inh	MRP-1 activ	Measles CPE	NPY Y2 blocker	Yeast growth inh	PTEN del growth
Cc1cc(C)n(CC(=O)N/N=C/c2cccs2)n1	-4.0	102.3	6.6	-2.5	-1.2	-0.4	3.5	0.1	-21.6	95.4
O=C(O)c1cc(CN2CCOCC2)oc1-c1ccccc1	-11.2	94.8	9.8	3.5	-1.0	-2.9	7.2	0.4	-22.3	87.7
COC(=O)c1cc2sc(Cl)cc2n1CC(=O)NCCC(C)C	-2.5	93.5	-7.8	-6.5	·	-2.5	5.5	3.1	-17.5	86.7
Cc1cc(-c2ccco2)c(C#N)c2nc3ccccc3n12	-31.9	20.6	-33.7	13.9	-0.6	-2.9	0.8	9.3	89.4*	15.4

(cont.)
SMILES	Yeast lifespan up	HCT116 bCat-KO	E-sel TNF inh	GALR2 antag	Phagocyt inh	MRP-1 activ	Measles CPE	NPY Y2 blocker	Yeast growth inh	PTEN del growth
COC(=O)c1sc2nc3c(c(-c4cccs4)c2c1N)CCCC3	1.3	93.0	7.6	5.2	-1.9	-0.5	4.1	9.7	-42.1	91.9
CCS(=O)(=O)NC(C)C(c1cccs1)N1CCN(c2ccc(F)cc2)CC1 (stereo not given)	-1.1	86.2	·	-3.9	0.3	1.9	8.9	-2.2	-12.9	93.2
COc1ccc(C(=O)O)cc1S(=O)(=O)Nc1cccc(C(F)(F)F)c1	-15.2	104.6	-49.1	18.5	-0.3	0.6	5.7	4.7	-16.1	102.6
O=c1c2ccsc2ncn1Cc1cccc(C(F)(F)F)c1	-13.2	93.5	29.8	3.9	-4.9	-3.7	16.8	3.0	-5.9	104.6
c1ccc2c(c1)CCN(c1nc(CN3CCOCC3)nc3sc4c(c13)CCCC4)C2	-2.5	59.2	·	-13.8	-5.3	-3.2	10.5	22.6*	-62.8	54.6
O=C(CCN1CCc2ccccc2C(c2ccccc2)C1)c1ccc2c(c1)OCCO2 (stereo not given)	0.9	71.2	6.5	7.4	0.1	-2.4	40.9*	11.4	3.6	42.3

High-throughput results (PubChem BioAssay)
